# S100A4 inh HTS – inhibitors of S100A4-myosin IIA peptide binding, primary screen, biochemical, fluorescence polarization, TAMRA-MyoIIA peptide; Protein S100-A4 (Homo sapiens), P26447; inhibition, % at 10.7 µM; hit rate 0.14% among 360,000; AID 652163, 2013;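 active = mean inhibition of at least 70% across replicates, with every replicate also reaching that level; inconclusive = mean inhibition reaches 70% but some replicates fall short; inactive = mean inhibition below 70%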
# Target sequence (P26447 whole entry, looked up): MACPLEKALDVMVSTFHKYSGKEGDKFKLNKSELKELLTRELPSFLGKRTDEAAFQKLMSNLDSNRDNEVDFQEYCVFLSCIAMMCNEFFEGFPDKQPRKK
#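 assay system = human S100A4 monomer with TAMRA-labelled myosin IIA peptide | also added = labelled myosin peptide probe, 5 nM | incubation = 5 min between mix addition and reading | control set = DMSO and TFP controls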
# LGR2 antag – inhibitors of bursicon-induced LGR2 CRE-luciferase signal, primary screen, cell-based, HEK293, CRE-luciferase reporter, bursicon stimulation. bursicon-stimulated, 4 h. inhibition, % at 9.99 µM. hit rate 0.35% among 380,000. Drosophila bursicon receptor LGR2 (rickets);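 active = drop in luminescence signal, shown as inhibition above about 50% in the replicate tests, limit read from the data, passing the limit was not always enough; inconclusive = probably only some replicates passing the limit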;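 also: agonist challenge used bursicon conditioned medium at about half maximal strength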
# PglD DTNB – C. jejuni PglD acetyltransferase inhibitors, primary screen, biochemical, DTNB colorimetric, single point | UDP-N-acetylbacillosamine N-acetyltransferase PglD (Campylobacter jejuni) | inhibition, % at 12.5 µM | hit rate 0.098% among 360,000 | purified PglD enzyme, DTNB colorimetric CoA detection; in the data active = inhibition above about 16%, passing the limit was not always enough; inconclusive = no clear call, values can overlap the other calls; also: strong numbers were not always called active
# EWS-Fli inh – EWS/Fli-driven NR0B1 reporter inhibitors, primary screen, A673 cells, NR0B1 luciferase, luminescence, MLPCN library | inhibition, % at 12.6 µM | hit rate 0.67% among 350,000 | viability-normalised;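 active = mean inhibition of at least 50% after viability correction, with every replicate also passing that limit; inconclusive = mean reaches 50% but only one of two replicates passes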;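 also: firefly luciferase signal divided by Alamar Blue viability fluorescence both relative to DMSO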
# FN deposit inh – inhibitors of fibronectin matrix deposition, primary screen, AH1F cells, Alexa488-fibronectin fluorescence, plate reader; inhibition, % at 12.6 µM; AH1F fibroblasts, overnight; AID 743247, 2014; hit rate 0.086% among 350,000;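 active = mean inhibition across replicates of 30% or more, regardless of how many single replicates reach that level; inconclusive = mean under 30% yet at least half of replicates reach 30%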;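 also: positive control wells lacked labelled fibronectin entirely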
#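 material = AH1F fibroblast monolayer depositing Alexa488-labelled fibronectin into matrix | amount = 10000 AH1F cells/well | buffer or medium = DMEM plus 2% serum, read in PBS | incubation = 1 h cell adhesion before compound, then overnight fibronectin incubation | detection = fluorescence at 485 nm excitation, 525 nm emission | evaluation = percent inhibition as loss of matrix-bound fibronectin fluorescence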
# ERAP1 inh – human ERAP1 aminopeptidase inhibitors, primary screen, biochemical, single point, plate reader | Endoplasmic reticulum aminopeptidase 1 (Homo sapiens), Q9NZ08 | recombinant ERAP1, Leu-AMC fluorescence, 60 min | inhibition, % at 10.7 µM | hit rate 0.15% among 340,000 | AID 652197, 2013;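 active = mean replicate inhibition of at least 30%, or all replicates individually reaching that 30% level; inactive = mean below 30% and not every replicate reaching it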;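 also: 0% = neutral control wells and 100% = L-leucinethiol positive control wells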
# Target sequence (Q9NZ08 whole entry, looked up): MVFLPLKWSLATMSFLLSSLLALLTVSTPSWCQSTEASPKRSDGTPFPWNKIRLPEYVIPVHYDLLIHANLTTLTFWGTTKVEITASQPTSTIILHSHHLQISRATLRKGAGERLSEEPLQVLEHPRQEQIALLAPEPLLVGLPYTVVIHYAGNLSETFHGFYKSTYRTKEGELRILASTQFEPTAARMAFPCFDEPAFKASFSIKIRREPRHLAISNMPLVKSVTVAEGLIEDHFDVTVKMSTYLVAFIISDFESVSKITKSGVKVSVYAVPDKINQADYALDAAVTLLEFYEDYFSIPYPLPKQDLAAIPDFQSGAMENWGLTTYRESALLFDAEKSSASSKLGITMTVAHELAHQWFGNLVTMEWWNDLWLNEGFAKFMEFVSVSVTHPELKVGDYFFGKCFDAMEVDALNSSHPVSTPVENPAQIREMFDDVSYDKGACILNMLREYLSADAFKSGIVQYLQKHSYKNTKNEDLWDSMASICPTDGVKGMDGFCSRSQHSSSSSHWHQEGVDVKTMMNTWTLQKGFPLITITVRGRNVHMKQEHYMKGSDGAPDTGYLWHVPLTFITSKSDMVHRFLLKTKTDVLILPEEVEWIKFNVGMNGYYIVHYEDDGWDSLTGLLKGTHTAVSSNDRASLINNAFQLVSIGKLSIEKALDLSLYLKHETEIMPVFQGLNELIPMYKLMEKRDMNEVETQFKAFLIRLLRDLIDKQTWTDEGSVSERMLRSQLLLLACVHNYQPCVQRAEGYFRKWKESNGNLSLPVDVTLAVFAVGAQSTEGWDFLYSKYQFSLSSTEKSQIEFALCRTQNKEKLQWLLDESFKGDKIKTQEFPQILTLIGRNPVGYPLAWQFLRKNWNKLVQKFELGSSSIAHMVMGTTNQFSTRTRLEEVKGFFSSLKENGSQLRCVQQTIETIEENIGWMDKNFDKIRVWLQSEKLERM
# PGC1a acetyl inh – inhibitors of PGC1a acetylation signal, primary screen, cell-based, U2OS, AlphaScreen, inhibitor mode; AlphaScreen anti-acetyl-lysine; with virally co-expressed GCN5 acetyltransferase; inhibition, % at 15.6 µM; hit rate 0.17% among 350,000;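 active = every replicate shows inhibition of at least 40%; inconclusive = mean inhibition at least 40% but some replicate below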;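 also: 0% = neutral control wells and 100% = positive control wells; some results beyond the cut were filed as inactive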
# PAX8 reporter – inhibitors of PAX8-driven TPO luciferase reporter, primary screen, RMG-I cells, single concentration. SteadyGlo, 24 h. hit rate 1.2% among 360,000. inhibition, % at 12.6 µM;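 active = mean replicate inhibition at least 60% with every replicate also reaching 60%; inconclusive = only one of the two criteria is met; inactive = mean below 60% and not all replicates reaching 60%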;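 also: luciferase light reporting Pax8 driven TPO promoter activity; plate controls were median of neutral control wells for no effect and mitoxantrone controls for full effect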
# * = called active by the depositor; ? = inconclusive; · = not tested or not shown; & = joins results of further samples.
canonical_smiles	EWS-Fli inh	LGR2 antag	ERAP1 inh	PglD DTNB	PAX8 reporter	PGC1a acetyl inh	FN deposit inh	S100A4 inh HTS
CCCC#Cc1ccc([C@H]2[C@@H](C#N)N(C(=O)CN3CCOCC3)[C@@H]2CO)cc1	-17	0	-1	1	-10	12	9	-7
CC(C)COC(=O)N(C)C[C@@H]1OCc2ccccc2-c2ccccc2C(=O)N([C@H](C)CO)C[C@@H]1C	-1	-5	1	1	7	-9	-2	0
N#Cc1ccccc1NC(=O)COc1ccccc1C(=O)Nc1ccccc1	18	-7	-2	4	16	·	0	-5
Cc1noc(C)c1NC(=O)N(C)C[C@@H]1OCCCC[C@H](C)Oc2ccc(NS(C)(=O)=O)cc2C(=O)N([C@H](C)CO)C[C@@H]1C	0	-15	·	1	18	1	·	·
Cc1cc(C(=O)Nc2ccc3c(c2)OCCO3)c2ccccc2n1	12	8	-4	·	-5	3	-6	-6
CCNC(=O)C[C@H]1CC[C@H]2[C@H](COc3ccc(NC(=O)c4cccc(C(F)(F)F)c4)cc3C(=O)N2C)O1	-4	10	·	1	0	-9	6	·
Cc1ccc2c(c1)C(c1ccccc1)N(C(=O)c1ccc3c(c1)OCO3)CC(=O)N2 (centres undefined)	19	18	-2	9	11	3	7	-4
O=Nc1c(-c2c(O)[nH]c3cc(Br)ccc23)[nH]c2ccccc12	-46	95*	1	4	26	-258	30	-7
C(=N\n1cncn1)/c1ccc(N2CCOCC2)cc1	·	·	·	4	-2	1	-3	·
COc1ccc(/C=N/NC(=O)c2ccc(COc3ccccc3Cl)o2)c(OC)c1C	·	4	·	-4	-1	-6	6	·
CNC(=O)CSc1nc2cc(S(=O)(=O)Nc3ccccc3OC)ccc2o1	-21	2	3	1	-2	·	0	-4
Cc1ccc(Cl)c(NC(=O)CCl)c1Cl	-1	-15	-1	·	-15	·	7	1
C[C@@H]1CN([C@@H](C)CO)C(=O)c2cc(NC(=O)CCC(F)(F)F)ccc2O[C@@H]1CN(C)C(=O)Nc1ccc2c(c1)OCO2	5	0	4	6	-3	-8	·	-2
Cc1noc(C)c1NC(=O)N(C)C[C@@H]1OCCCC[C@H](C)Oc2ccc(NC(=O)c3ccccc3)cc2C(=O)N([C@@H](C)CO)C[C@H]1C	-6	3	2	1	1	1	1	16
COc1ccc(C2C(C(=O)Nc3cccc(OC)c3)c3ccccc3C(=O)N2C)cc1 (centres undefined)	5	3	2	-2	12	-5	-28	1
C[C@H](CO)N1C[C@H](C)[C@H](CN(C)C(=O)c2cccc(F)c2)Oc2ncc(-c3ccccc3)cc2C1=O	-6	7	·	·	·	-6	34*	·
CCOc1ccc(-c2nc(CSCC(=O)NCC3CCCO3)c(C)o2)cc1 (centres undefined)	15	-37	-4	0	4	0	2	-1
CCCCN(CC)C(=O)CSc1nc2c(sc(=S)n2-c2ccc(OCC)cc2)c(=O)[nH]1	6	14	·	7	8	·	-7	0
CC(=O)N(CN1C(=O)CCC1=O)c1cccc(Cl)c1	4	-1	-1	1	4	10	-4	4
Cc1ccc(NC(=O)Cn2nnc3ccccc32)cc1	-151	-24	0	-6	-178	0	8	-2
C[C@H]1CN([C@@H](C)CO)C(=O)c2cccc(NC(=O)Nc3ccccc3)c2O[C@@H]1CN(C)C(=O)Nc1ccc2c(c1)OCO2	-55	-24	0	2	-2	0	·	4
CNC[C@H]1Oc2ccc(NS(=O)(=O)c3ccc(C)cc3)cc2CC(=O)N([C@@H](C)CO)C[C@H]1C	-2	4	·	·	-15	1	·	·
Cc1c(-n2c(SCC(N)=O)nc3ccccc3c2=O)c(=O)n(-c2ccccc2)n1C	1	-5	9	·	-15	-2	1	-1
COc1ccc(NC(=O)CSCC(=O)N(C)CCOc2ccc(Cl)cc2)cc1	1	-28	1	-2	-7	-9	·	-1
COc1cccc(CC(=O)Nc2nc(-c3ccc(OC)c(OC)c3)cs2)c1	-2	-10	4	6	-19	·	5	-4
Cc1ccccc1-c1nnc(SCC(=O)N(CC(C)C)c2c(N)n(CC(C)C)c(=O)[nH]c2=O)n1C	13	-10	-8	·	-11	-11	1	12
CN1CCN(C(=O)C[C@H]2CC[C@H]3[C@@H](COC[C@H](O)CN3Cc3ccc4c(c3)OCO4)O2)CC1	1	-22	1	0	-3	1	2	13
Cc1cc(C)c2c(=O)n(CC(=O)Nc3ccc(Cl)cc3)sc2n1	13	5	6	·	5	2	1	3
CNC(=S)NNC(=O)Cc1ccc(O)cc1	·	0	·	1	·	-4	19	·
Cc1noc(C)c1S(=O)(=O)Nc1ccc2c(c1)CC(=O)N([C@@H](C)CO)C[C@@H](C)[C@H](CN(C)Cc1ccc(C(=O)Nc3ccccc3N)cc1)O2	19	-4	2	-3	22	-1	·	-9
CCOc1ccc(NS(=O)(=O)c2ccc3ncsc3c2)cc1	2	17	8	·	-8	·	-7	-1
CO[C@@H]1CN(C)C(=O)c2ccc(NS(=O)(=O)CC(F)(F)F)cc2OC[C@@H](C)N(C(=O)NC(C)C)C[C@@H]1C	-4	-9	·	·	·	0	-8	·
CCCNC(=O)C[C@H]1CC[C@@H]2[C@H](COC[C@H](O)CN2C(=O)Nc2ccc3c(c2)OCO3)O1	-96	-19	3	1	-74	0	2	11
Nc1nc(Cl)nc2c1ncn2[C@@H]1O[C@H](CO)[C@@H](O)[C@H]1O	1	-10	1	4	70*	-5	7&8	-3&5
C[C@@H](NC(=O)N(C)C[C@@H]1OCc2ccccc2-c2c(n(C)c3ccccc23)C(=O)N([C@@H](C)CO)C[C@@H]1C)c1ccccc1	-3	3	5	-3	22	1	-15	9
CCOc1ccc(S(=O)(=O)NCCC(=O)NC2CCC(C)CC2)cc1 (centres undefined)	3	?	2	-2	-18	1	9	0
COc1ccc(NC(=O)COc2cccc3c2OC(C)(C)C3)cc1OC	1	?	1	-1	13	7	-3	0
Cc1cccc(COC(=O)CCCNC(=O)c2ccc(Cl)cc2)c1	-2	14	-4	-4	-2	-3	-3	1
CCS(=O)(=O)NCCc1csc(-c2ccc(OC)c(OC)c2)n1	-1	1	3	·	-11	·	4	0
O=C(NNC(=O)c1ccc(=O)[nH]c1)c1ccc(NS(=O)(=O)c2cccs2)cc1	1	-1	0	0	2	·	-5	-2

# Single records (already shown). Values in the order: EWS-Fli inh	LGR2 antag	ERAP1 inh	PglD DTNB	PAX8 reporter	PGC1a acetyl inh	FN deposit inh	S100A4 inh HTS
# CCOc1ccc(S(=O)(=O)NCCC(=O)NC2CCC(C)CC2)cc1 (centres undefined) across the screens: 3	?	2	-2	-18	1	9	0
# CCCNC(=O)C[C@H]1CC[C@@H]2[C@H](COC[C@H](O)CN2C(=O)Nc2ccc3c(c2)OCO3)O1 across the screens: -96	-19	3	1	-74	0	2	11
# Nc1nc(Cl)nc2c1ncn2[C@@H]1O[C@H](CO)[C@@H](O)[C@H]1O across the screens: 1	-10	1	4	70*	-5	7&8	-3&5
# COc1ccc(NC(=O)COc2cccc3c2OC(C)(C)C3)cc1OC across the screens: 1	?	1	-1	13	7	-3	0
# O=C(NNC(=O)c1ccc(=O)[nH]c1)c1ccc(NS(=O)(=O)c2cccs2)cc1 across the screens: 1	-1	0	0	2	·	-5	-2

# The list continues:
canonical_smiles	EWS-Fli inh	LGR2 antag	ERAP1 inh	PglD DTNB	PAX8 reporter	PGC1a acetyl inh	FN deposit inh	S100A4 inh HTS
O=C1c2cc([N+](=O)[O-])ccc2-c2ncccc21	0	17	·	·	30	·	-1	-4
Cc1cccc(N(C(=O)Cn2nnc3ccccc32)C(C(=O)NC(C)(C)C)c2ccsc2)c1 (centres undefined)	5	9	0	-8	·	-3	·	-4
COc1ccc(-n2nnnc2SCC(=O)Nc2ccc3c(c2)OCCO3)cc1OC	14	-1	-3	0	·	-2	·	-8
O=S(=O)(c1ccccc1)N1CCN(Cc2cccc(Br)c2)CC1	-2	3	1	3	6	6	7	-1
Cc1noc(C)c1CCC(=O)NC1CCCN(Cc2ccc(Cl)cc2)C1 (centres undefined)	·	-13	-6	-1	14	-3	-1	-2
O=C(NCc1cccs1)c1csc([C@@H]2C[C@H](O)[C@@H](CO)O2)n1	-6	2	1	3	3	7	·	7
Cc1ccc(/C=N/Nc2ccc3ccccc3n2)o1	53*	?	6	0	-4	·	-5	7
C/C(=N\NC(=O)c1c(Cl)cnn1C)c1cccc(NC(=O)c2ccc(C)cc2)c1	-68	-56	-4	-3	-59	9	·	0
Cc1ccc(S(=O)(=O)N(C)CC(=O)Oc2ccc(-c3nnco3)cc2)cc1	2	7	-1	-1	-9	5	1	-2
CCCCNC(=O)COC(=O)c1ccc(Cl)c(S(=O)(=O)N2CCCC2)c1	·	·	·	-1	-12	3	10	·

# Not a retest: an excerpt of the list.
canonical_smiles	EWS-Fli inh	LGR2 antag	ERAP1 inh	PglD DTNB	PAX8 reporter	PGC1a acetyl inh	FN deposit inh	S100A4 inh HTS
Cc1cccc(N(C(=O)Cn2nnc3ccccc32)C(C(=O)NC(C)(C)C)c2ccsc2)c1 (centres undefined)	5	9	0	-8	·	-3	·	-4
COc1ccc(-n2nnnc2SCC(=O)Nc2ccc3c(c2)OCCO3)cc1OC	14	-1	-3	0	·	-2	·	-8
O=S(=O)(c1ccccc1)N1CCN(Cc2cccc(Br)c2)CC1	-2	3	1	3	6	6	7	-1

# (listing goes on)
canonical_smiles	EWS-Fli inh	LGR2 antag	ERAP1 inh	PglD DTNB	PAX8 reporter	PGC1a acetyl inh	FN deposit inh	S100A4 inh HTS
C[C@@H]1CN([C@H](C)CO)C(=O)Cc2cc(NC(=O)c3ccncc3)ccc2O[C@H]1CN(C)Cc1ccc(C(F)(F)F)cc1	-2	-21	-1	-3	-42	-8	-13	-3
COC(=O)C1CCN(C(=O)Cc2ccccc2OC)CC1	5	21	0	·	-5	0	6	17
S=C1N(c2ccccc2)C(c2ccccc2)N2CCCN12 (centres undefined)	·	·	·	-5	14	-2	2	·
COC(=O)c1cccnc1-n1c(=O)c2cccnc2n(Cc2cccc(C(F)(F)F)c2)c1=O	-9	10	·	·	14	-10	4	4
Cc1onc(-c2ccccc2Cl)c1C(=O)Nc1ncn[nH]1	·	14	·	0	-10	0	-2	·
CCn1cc(C(=O)NCCCN2CCN(C)CC2)c(=O)c2cc(S(=O)(=O)N3CCc4ccccc4C3)ccc21	6	-46	3	·	-7	·	8	1
COC(=O)c1cc2c(c3c4cc(OC)ccc4n(S(=O)(=O)c4ccc(OC)cc4)c13)C(=O)N(Cc1ccc(C(F)(F)F)cc1)C2	3	-7	-3	·	-13	·	-7	-5
O=C(C[C@H]1CC[C@H]2[C@@H](COC[C@@H](O)CN2Cc2cc(F)ccc2F)O1)NCc1ccccc1	-14	-3	0	3	-1	-1	-2	-1

# Bioassay records from PubChem BioAssay.
